TAAR1 agonist = human TAAR1 agonism; Q96RJ0; CHO RD-HGA16 TAAR1, Fluo-8 calcium fluorescence; vehicle wells 0%, saturating PEA agonist 100%; activation, % at 3 µM; hit rate 0.99% among 360,000;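 active means activation above the mean activation of all test compounds in the run plus 3 SD, cut at about 38% in these data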
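System: CHO RD-HGA16 cells carrying human TAAR1 plus Gα16; Incubation: 17-24 h seeding, 75 min 37 °C dye, 30 min RT; Measured by: Fluo-8 fluorescence, 5 s baseline then 140 s kinetic read; Control set: DMSO and PEA EC100; Replication: single well for each compound.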
TAAR1 antag = human TAAR1 antagonism. Q96RJ0. CHO RD-HGA16 TAAR1, Fluo-8 calcium fluorescence, antagonist. inhibition, % at 3 µM. hit rate 1.5% among 360,000;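 active means inhibition above a per-plate cutoff, the mean inhibition of test compounds on that plate plus 3 SD, cut at about 49% in these data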;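 further: 0% = DMSO plus EC80 beta-PEA response and 100% = DMSO alone without agonist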
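Material: RD-HGA16 CHO cells with stable hTAAR1 and Gα16; Dosing: single nominal final test compound concentration of 3 µM; Schedule: seeding 17-24 h prior, 75-min 37 °C, 30-min RT dye loading; Detection: kinetic Fluo-8 calcium fluorescence measurement; Measure: % inhibition from peak post-agonist over basal fluorescence ratio; Benchmarks: vehicle and agonist controls.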
OXTR agonist = activates the human oxytocin receptor; CHO-OTR cells, Fluo-8 calcium fluorescence; normalized: DMSO 0%, oxytocin 100%; P30559; hit rate 0.32% among 320,000; activation, % at 3 µM;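 active means activation above the mean of all tested compounds plus 3 SD, cutoff set per screening run, cut at about 20% in these data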;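 further: peak over basal fluorescence ratio from a 100 s FLIPR kinetic read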
Target sequence (P30559 whole entry, looked up): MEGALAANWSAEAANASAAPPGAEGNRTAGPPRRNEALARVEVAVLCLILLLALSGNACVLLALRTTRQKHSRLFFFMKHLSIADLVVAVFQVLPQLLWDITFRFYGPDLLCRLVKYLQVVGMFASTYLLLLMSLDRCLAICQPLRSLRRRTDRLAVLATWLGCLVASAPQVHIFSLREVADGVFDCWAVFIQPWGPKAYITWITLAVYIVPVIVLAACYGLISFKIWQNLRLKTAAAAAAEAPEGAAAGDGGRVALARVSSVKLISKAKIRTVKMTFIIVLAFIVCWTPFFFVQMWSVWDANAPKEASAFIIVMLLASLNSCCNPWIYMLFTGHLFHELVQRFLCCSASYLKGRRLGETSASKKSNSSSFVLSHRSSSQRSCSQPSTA
CHRM1 PAM = potentiates human M1 receptor response to acetylcholine | P11229 | CHO-K1 hM1, Fluo-8 calcium fluorescence, ACh EC20; 0% = ACh EC20, 100% = maximal ACh | activation, % at 3 µM | hit rate 0.088% among 360,000; in the data active means activation above about 19%, passing the limit was not always enough
Target sequence (P11229 whole entry, looked up): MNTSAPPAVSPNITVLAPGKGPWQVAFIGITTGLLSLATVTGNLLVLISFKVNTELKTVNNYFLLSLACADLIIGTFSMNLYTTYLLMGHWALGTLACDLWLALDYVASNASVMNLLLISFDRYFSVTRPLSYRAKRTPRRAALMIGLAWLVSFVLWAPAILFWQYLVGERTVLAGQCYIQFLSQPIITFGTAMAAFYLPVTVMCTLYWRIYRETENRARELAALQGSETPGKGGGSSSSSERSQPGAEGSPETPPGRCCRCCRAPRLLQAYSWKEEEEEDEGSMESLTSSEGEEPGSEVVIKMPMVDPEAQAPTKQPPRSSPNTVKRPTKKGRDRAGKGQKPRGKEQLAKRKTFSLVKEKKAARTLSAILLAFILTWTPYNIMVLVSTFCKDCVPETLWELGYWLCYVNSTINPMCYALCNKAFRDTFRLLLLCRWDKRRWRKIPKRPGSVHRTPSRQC
CHRM1 agonist = human M1 muscarinic receptor agonism; CHO-K1 hM1, Fluo-8 calcium fluorescence, agonist mode; 0% DMSO, 100% acetylcholine EC100; AID 588814; activation, % at 3 µM; hit rate 0.33% among 360,000;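 active means activation above the run's mean compound activation plus 3 SD, cut at about 16% in these data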;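 further: peak over basal fluorescence ratio within a 140 s kinetic read after compound addition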
M1 antag = antagonists of human M1 muscarinic receptor; AID 588852; hit rate 1.3% among 360,000; inhibition, % at 3 µM; P11229; CHO-K1 hM1, Fluo-8 calcium fluorescence, ACh EC80 antagonist;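 active means percent inhibition above its own plate's cutoff, namely the mean of that plate's compound wells plus 3 SD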;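 further: peak over basal fluorescence ratio during 140 s after agonist addition; 0% = ACh EC80 plus DMSO and 100% = DMSO alone without agonist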
CHO parental Ca = signal in parental CHO cells, OX1R antagonist counter-screen. inhibition, % at 5.6 µM. parental CHO-K1, ATP-induced calcium, Fluo-8 fluorescence. hit rate 0.63% among 330,000;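 active means inhibition above that plate's mean sample inhibition plus 3 SD, cut at about 26% in these data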;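 further: 0% = ATP-challenged DMSO wells and 100% = DMSO wells without ATP; some compounds past the cut are filed as inactive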
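Assay system: parental CHO cells; Read-out basis: percent inhibition of ATP-evoked calcium rise, normalized to controls; Benchmarks: ATP and no-ATP DMSO wells; Compound dosing: single nominal dose of 5.6 µM per compound; Signal: Fluo-8 calcium dye fluorescence; Also added: ATP as calcium-mobilizing challenge; Repeats: singlicate.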
V1aR counter = activates human V1a receptor in oxytocin agonist counter-screen | P37288 | CHO-V1R cells, Fluo-8 calcium fluorescence, agonist mode; 0% DMSO, 100% 3 nM vasopressin | hit rate 0.25% among 320,000 | activation, % at 3 µM;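 active means activation above the mean activation of all tested compounds plus 3 SD, per screening run, cut at about 20% in these data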;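 further: signal is peak over basal fluorescence ratio across a 100 second FLIPR read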
OXTR potentiator = potentiators of human oxytocin receptor; hit rate 0.061% among 320,000; P30559; activation, % at 3 µM; CHO-OTR cells, Fluo-8 calcium fluorescence, potentiator mode; 0% = oxytocin EC15, 100% = EC100;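 active means activation above that plate's cutoff, the mean activation of tested compounds plus 3 SD, cut at about 6.6% in these data, passing the limit was not always enough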;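 further: 100% uses oxytocin at 75 nM as the full agonist control; some results filed as inactive read as strong as hits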
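Assay system: CHO-OTR cells, human receptor / Also added: oxytocin at about EC15, sub-maximal agonist stimulus / Dosing: single dose, 3.0 µM nominal final compound concentration / Incubation: 6 min pre-incubation, 100 s read / Technique: Fluo-8 calcium dye fluorescence / Read-out: % activation vs EC15 and EC100 oxytocin / Benchmarks: EC15 oxytocin low, 75 nM oxytocin high / Replicates: singlicate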
The depositor's hits bear a star; . = not tested or not shown.

SMILES | TAAR1 agonist | TAAR1 antag | OXTR agonist | CHRM1 PAM | CHRM1 agonist | M1 antag | CHO parental Ca | V1aR counter | OXTR potentiator
CCOc1ccccc1C(c1c(C)n(C)n(-c2ccccc2)c1=O)c1c(C)n(C)n(-c2ccccc2)c1=O | 5 | -17 | -1.9 | -17 | -9 | 11 | -5 | 0.0 | -5
CC(OC(=O)[C@@H](NC(=O)c1ccco1)C(C)C)C(=O)Nc1ncc(Cl)cc1Cl (some centres not stated) | 9 | -11 | 1.8 | 5 | -1 | -5 | -24 | -0.1 | 0
Cc1ccc(N(C)S(=O)(=O)c2ccc(-c3cnc(C4CC4)o3)cc2)cc1 | 2 | 15 | 0.6 | 3 | -2 | -6 | -21 | 1.3 | -8
C=CCNc1nnc(Sc2ncccc2[N+](=O)[O-])s1 | 6 | -15 | 0.8 | 8 | -5 | -10 | -9 | 1.7 | -10
Cc1c(Cl)ccc2c(C(=O)NCCCn3nccc3C)cc(-c3ccccn3)nc12 | 0 | 21 | 0.5 | 4 | -4 | -3 | -24 | 0.7 | -5
CC(=O)OCC1=C(C(=O)O)N2C(=O)C(NC(=O)CCn3nc(C)c(Cl)c3C)C2SC1 (configuration not stated) | 5 | -3 | -1.0 | 5 | -3 | -3 | -4 | 0.0 | -11
CC(C)C[C@H](NC(=O)OC(C)(C)C)C(=O)N[C@@H](CO)[C@H](O)[C@@H]1C[C@@H]1C(=O)N1CCCC1 | 10 | -10 | 0.2 | 4 | 0 | 6 | 3 | -0.2 | -11
CCCCN1CN(Cc2ccccc2)CNC1=S | 0 | 1 | 0.5 | 2 | -4 | -7 | 2 | -0.1 | -1
COC(=O)C1=C(C)NC2=C(C(=O)CC(C)(C)C2)C1c1ccccn1 (configuration not stated) | 17 | -11 | 0.3 | -2 | -6 | -5 | 0 | 1.1 | 1
CCc1ccc2oc(-c3cc(N)ccc3O)nc2c1 | -2 | 0 | 0.1 | 6 | -1 | -13 | -10 | -0.5 | -8
CC1CCCCN1C(=O)COc1ccc(NC(=O)c2ccco2)cc1 (configuration not stated) | 7 | -8 | 1.4 | 4 | -2 | 4 | -7 | -0.5 | -4
CC(=O)Nc1cc(-c2ccccc2)cn2c(-c3ccc(F)c(Cl)c3)cnc12 | 0 | 36 | . | -1 | -4 | -3 | . | . | .
O=C(CSc1ccc(Br)c2cccc(Cl)c12)Nc1ccc(S(=O)(=O)Nc2nccs2)cc1 | 1 | -16 | -1.3 | 10 | -13 | -10 | 1 | -0.4 | -14
CCC1CCCCN1CC(=O)c1c(C)[nH]c2ccccc12 (configuration not stated) | 15 | 12 | 0.6 | 7 | -4 | 1 | 1 | 2.2 | 1
CC1CN(Cc2nc3c(c(=O)n(C)c(=O)n3C)n2CC(=O)c2ccccc2)CC(C)O1 (configuration not stated) | 3 | -18 | 0.4 | 0 | 6 | 4 | -10 | 0.0 | -7
Cc1c(C(=O)N2CCOCC2)c(S(=O)(=O)Nc2ccc(F)cc2)c(C)n1C | 0 | -12 | -0.1 | 10 | -3 | -15 | -5 | 0.1 | -5
Cc1ccc(NC(=O)CC2S/C(=N/N=C/C=C/c3ccccc3)NC2=O)cc1Cl (configuration not stated) | 0 | -11 | -0.8 | 6 | -1 | -5 | 2 | -0.3 | -1
Cc1ccc(N2C(=O)CC(c3c[nH]c4ccccc34)C2=O)cc1 (configuration not stated) | 2 | -5 | 0.1 | -2 | -3 | 4 | -13 | 0.2 | -5
CCOC(=O)c1c(NC(=O)CSc2nnc(C)c(=O)[nH]2)sc(C)c1-c1ccc(C)cc1 | 6 | -37 | 0.5 | 7 | 2 | -4 | -8 | 0.6 | 4
Cc1ccc(N(CC(=O)NN=C2CCN(C)CC2)S(=O)(=O)c2ccc(C)cc2)cc1 | 2 | 11 | -0.6 | 9 | -8 | -1 | -12 | 2.1 | -10
CCS(=O)(=O)c1ccc2c(c1)N(S(C)(=O)=O)CC(C(=O)NN)O2 (configuration not stated) | 2 | 23 | 1.2 | -9 | -6 | 6 | -13 | 0.1 | -7
O=C(NCc1cccnc1)c1cc(-c2cccs2)on1 | 5 | 8 | 0.3 | 5 | -3 | -4 | -4 | 0.4 | -5
COc1cccc(N=c2oc3ccccc3cc2-c2nc3ccccc3[nH]2)c1 | 6 | 44 | -1.5 | 5 | -3 | -12 | -18 | -0.8 | -8
CCc1ccc(N2CC(C(=O)NNC(=O)c3ccc(F)cc3)CC2=O)cc1 (configuration not stated) | 1 | -8 | 1.3 | 3 | -4 | -2 | -12 | -0.4 | 5
CCCCN1C(=O)C(C(=O)OCc2ccccc2)CC2=C1CCCC2=O (configuration not stated) | 0 | 2 | . | 5 | -2 | -3 | . | . | .

The list goes on:
SMILES | TAAR1 agonist | TAAR1 antag | OXTR agonist | CHRM1 PAM | CHRM1 agonist | M1 antag | CHO parental Ca | V1aR counter | OXTR potentiator
COc1ccc(CNS(=O)(=O)c2ccc3c(c2)N(C(C)=O)CC(C)S3)cc1 (configuration not stated) | 6 | 24 | 5.7 | 1 | 4 | 0 | 2 | 8.5 | -15
COc1cccc(/C=N/NC(=O)c2c(C)nc3ccc(Br)cn23)c1 | 2 | 25 | -0.8 | 7 | -2 | -6 | 0 | 0.4 | -7
CN(c1ccccc1)S(=O)(=O)c1ccc(C(=O)N2CCCC(C(F)(F)F)C2)cc1 (configuration not stated) | 17 | 16 | 3.2 | 8 | 5 | -1 | 1 | 10 | -9
CC(C)c1nnc(NC(=O)CSc2nc3ccccc3s2)s1 | 22 | 2 | -0.2 | 3 | -4 | -5 | -4 | 0.3 | -4
Cc1cc(NC(=O)CN2CCc3ccccc3C2)nc2c1c(=O)oc1ccccc12 | 26 | -44 | -0.8 | -5 | -7 | 10 | -13 | -0.2 | -4
COCCNC(=O)c1c(N)n(CCC2=CCCCC2)c2nc3ccccc3nc12 | 6 | 10 | 1.2 | 5 | -2 | -25 | -9 | 0.1 | -4
Cc1ccc(C(=O)Nc2ccc(N3CCOCC3)cc2)cc1S(=O)(=O)N1CCCCC1 | 2 | -19 | 3.4 | 4 | 0 | -4 | -21 | 8.1 | -7
CCCn1c(SCC(=O)Nc2cc(S(=O)(=O)N3CCOCC3)ccc2Cl)n[nH]c1=O | -1 | -2 | 0.7 | 5 | -7 | -3 | -5 | 0.3 | 0
CCCn1c(SCC(=O)Nc2ccc(F)c(Cl)c2)nc(O)cc1=O | 2 | -31 | 0.1 | 7 | -1 | -8 | 30* | -0.2 | -11
CC(C)n1nnnc1SCC(=O)N(C)C1CCS(=O)(=O)C1 (configuration not stated) | 4 | -17 | 0.3 | 4 | -2 | -5 | -6 | 0.8 | -4
Fc1ccc(-c2csc3nnc(SCc4cccnc4)n23)cc1 | 0 | -7 | 0.4 | 5 | -6 | -3 | -10 | -0.7 | -5
O=C(C1CC1(c1ccccc1)c1ccccc1)N1CCOCC1 (configuration not stated) | 9 | 3 | -0.1 | 0 | 0 | -16 | -2 | 0.0 | 3
CC(=O)N(Cc1ccco1)C1(C(=O)NC2CCCC2)CCCCC1 | 5 | 4 | 2.9 | 12 | -3 | -11 | 0 | -0.9 | -16
COC(=O)c1sccc1NC(=S)N1CCC(C(N)=O)CC1 | 2 | -23 | 0.4 | 2 | -2 | 4 | -13 | 0.0 | 9
NS(=O)(=O)c1cccn1-c1ncc(C(F)(F)F)cc1Cl | 3 | 3 | -1.4 | 4 | -2 | -7 | -16 | 0.6 | -14
COc1ccccc1C(=O)Nc1nc2ccc(S(C)(=O)=O)cc2s1 | 14 | 9 | 0.8 | 10 | -3 | -14 | -10 | 1.1 | -6
CCOC(=O)CSC(CC)C(=O)Nc1nnc(CC)s1 (configuration not stated) | 1 | -18 | -1.1 | 2 | -9 | -12 | -2 | -0.1 | 0
O=C(OCc1ccccc1)C1CCCN1C(=O)c1cccs1 (configuration not stated) | 7 | -8 | -1.9 | -2 | -3 | 11 | -12 | -0.2 | 4
CCOc1ccc(/C=C\C(C)=N\O)cc1 | 1 | 14 | -2.0 | 6 | -5 | -29 | -8 | -0.8 | 1
CCCCNC(=O)C1CCN(C/C(C)=C/c2ccccc2)CC1 | 8 | -7 | -0.3 | -1 | -4 | -5 | -8 | -0.2 | -15
Cc1cc(-c2ccc(C)c(S(=O)(=O)NCCCN3CCN(c4ccccc4)CC3)c2)on1 | 8 | 14 | 6.7 | -15 | 0 | 12 | -10 | 4.7 | -15
COc1ccc(NC(=O)c2cccc(S(=O)(=O)N3CCCCCC3)c2)cc1 | 4 | 15 | 1.1 | 3 | -4 | -3 | -12 | 4.0 | -21
COc1cccc(NC(=O)CCSc2ccc(C)cc2)c1 | 1 | -7 | -2.8 | 4 | -1 | -2 | -1 | -0.1 | -1
COc1ccc(Cl)cc1NC(=O)CNC(c1ccccc1)c1ccccc1 | 6 | 10 | 1.5 | 8 | -2 | -2 | -5 | 0.9 | -4

8 entries out of the list, arranged by length of the SMILES, smallest number first:
SMILES | TAAR1 agonist | TAAR1 antag | OXTR agonist | CHRM1 PAM | CHRM1 agonist | M1 antag | CHO parental Ca | V1aR counter | OXTR potentiator
CCCCN1CN(Cc2ccccc2)CNC1=S | 0 | 1 | 0.5 | 2 | -4 | -7 | 2 | -0.1 | -1
Cc1ccc(N2C(=O)CC(c3c[nH]c4ccccc34)C2=O)cc1 (configuration not stated) | 2 | -5 | 0.1 | -2 | -3 | 4 | -13 | 0.2 | -5
COc1cccc(N=c2oc3ccccc3cc2-c2nc3ccccc3[nH]2)c1 | 6 | 44 | -1.5 | 5 | -3 | -12 | -18 | -0.8 | -8
Cc1ccc(N(C)S(=O)(=O)c2ccc(-c3cnc(C4CC4)o3)cc2)cc1 | 2 | 15 | 0.6 | 3 | -2 | -6 | -21 | 1.3 | -8
Cc1c(C(=O)N2CCOCC2)c(S(=O)(=O)Nc2ccc(F)cc2)c(C)n1C | 0 | -12 | -0.1 | 10 | -3 | -15 | -5 | 0.1 | -5
Cc1ccc(NC(=O)CC2S/C(=N/N=C/C=C/c3ccccc3)NC2=O)cc1Cl (configuration not stated) | 0 | -11 | -0.8 | 6 | -1 | -5 | 2 | -0.3 | -1
Cc1ccc(C(=O)Nc2ccc(N3CCOCC3)cc2)cc1S(=O)(=O)N1CCCCC1 | 2 | -19 | 3.4 | 4 | 0 | -4 | -21 | 8.1 | -7
CCCn1c(SCC(=O)Nc2cc(S(=O)(=O)N3CCOCC3)ccc2Cl)n[nH]c1=O | -1 | -2 | 0.7 | 5 | -7 | -3 | -5 | 0.3 | 0
